Screens deposited in PubChem BioAssay by several laboratories.
GSK3beta inhib: inhibitors of human GSK3beta kinase; P49841; activity score (negative = inhibition), % at 10 µM; 300,000 compounds, 0.038% hits; GST-GSK3beta kinase, ADP-Glo luminescence, 60 min; hits give low values;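 active means more than half of replicate wells score below -50%, meaning over 50% inhibition versus plate controls; inconclusive means some replicates but at most half score below -50%; inactive means no replicate scores below -50%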;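 further: 0% = median DMSO wells and -100% = median GW8510 positive control wells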
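test system = GST-tagged human GSK3beta kinase, cell-free | reagent = 25 µM ATP with peptide substrate | dosing = one dose of 10 µM per compound | schedule = 60 min reaction, RT | detection = luminescent ADP-Glo measurement of ADP formed | control set = DMSO neutral wells and GW8510 at 20 µM as positive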
KCNK3 block: human KCNK3 channel inhibition, primary screen | O14649 | CHO-KCNK3 thallium flux, FluxOR fluorescence; hits give low values | B-score at 10 µM | 340,000 compounds, 0.84% hits | AID 602410;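 active means B-score under library mean minus 4 SD, starting fluorescence ratio at most library mean plus 5 SD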;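 further: more negative B-score means stronger inhibition of thallium flux through KCNK3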
PolyA inh: blocks polyadenylation in yeast reporter cells | S. cerevisiae SKY197-pL101 polyadenylation reporter, beta-gal luminescence; efflux-impaired pdr1/pdr3 knockout yeast; score 100 = 6 SD above DMSO | calls only at 12 µM | 300,000 compounds, 0.02% hits | AID 1875;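 active means lowest replicate activity score at least 50, where 100 means six control SD above control mean; inconclusive means lowest score under 50 but half or more replicates reach 50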;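 further: yeast exposed to compound for 9 h at 30 °C; higher score means more reporter readthrough which indicates perturbed polyadenylation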
RGS4 act: potentiators or activators of RGS4; B-score at 10 µM; HEK293 M3R/inducible RGS4, carbachol calcium flux Fluo4; hits give low values; 310,000 compounds, 0.92% hits; AID 463111;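 active means B-score of the integrated calcium signal more than 4 SD below the library mean, with starting fluorescence not abnormally high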;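 further: negative B-score means reduced calcium response which marks RGS4 activation or potentiation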
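Assay system: Inducible-RGS4 HEK293 cells carrying M3 receptor | Schedule: Compound preincubation 20 min at room temperature before agonist | Signal: Kinetic calcium fluorescence imaging with Fluo4-AM dye, 2 µM | Read-out basis: B score from integrated fluorescence ratio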
Dyrk1A ADPGlo: blocks rat Dyrk1A kinase activity; 310,000 compounds, 0.43% hits; ADP-Glo luminescence, NFATc1 peptide; Q63470; inhibition, % at 12.5 µM; in the data active means inhibition above about 50%;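 further: plate controls were vehicle with enzyme for no effect and no enzyme for full effect; many of its hits are not listed in these tables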
KCNQ1 inh: blocks the human KCNQ1 potassium channel; B-score at 10 µM; 310,000 compounds, 1.3% hits; CHO-K1 KCNQ1, FluxOR thallium flux fluorescence; hits give high values;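 active means compounds whose thallium flux B-score, printed positive for inhibition, exceeds three library SD while starting fluorescence stays within three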;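 further: channel opened by potassium depolarization with thallium stimulus after 20 min compound exposure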
hERG rescue: compounds protecting human hERG from proarrhythmic drug block; CHO-hERG, FluxOR thallium flux, dofetilide IC70 present; Q12809; 310,000 compounds, 0.51% hits; AID 1511; activation (rescue from dofetilide block), less the hit threshold, % at 10 µM;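 active means activation above the mean of controls blocked by dofetilide plus 5 SD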;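 further: thallium influx through hERG after potassium depolarization seen as dye fluorescence rise; in these data hits start at about 4.7%; inactives centre near -7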
GSK3A inh: human GSK-3 alpha kinase inhibition; P49840; ADP-Glo luminescence, 60 min; inhibition, % at 10 µM; 320,000 compounds, 0.1% hits; AID 2650;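 in the data active means inhibition above about 50%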;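 further: GST-tagged GSK-3 alpha with peptide substrate and 25 µM ATP; 0% = DMSO neutral wells and 100% = GW8510 positive control wells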
Target sequence (P49840 whole entry, looked up): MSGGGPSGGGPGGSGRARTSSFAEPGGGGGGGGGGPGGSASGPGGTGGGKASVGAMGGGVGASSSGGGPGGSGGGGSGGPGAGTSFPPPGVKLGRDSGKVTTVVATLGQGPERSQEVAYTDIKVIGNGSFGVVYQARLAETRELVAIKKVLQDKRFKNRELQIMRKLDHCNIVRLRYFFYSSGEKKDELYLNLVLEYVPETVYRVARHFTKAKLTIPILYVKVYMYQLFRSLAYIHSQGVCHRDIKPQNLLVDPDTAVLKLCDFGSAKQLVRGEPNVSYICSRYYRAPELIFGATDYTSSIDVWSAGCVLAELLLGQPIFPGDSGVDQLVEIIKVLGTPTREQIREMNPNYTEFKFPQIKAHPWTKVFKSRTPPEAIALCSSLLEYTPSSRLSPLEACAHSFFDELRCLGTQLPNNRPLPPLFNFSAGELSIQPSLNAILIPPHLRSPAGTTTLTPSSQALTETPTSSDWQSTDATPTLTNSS
KCNK9 block: blocks the human KCNK9 two-pore domain potassium channel; Q9NPC2; HEK293 KCNK9, FluxOR thallium flux fluorescence; hits give low values; B-score at 10 µM; 310,000 compounds, 1.2% hits; AID 488922;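 active means ratio B-score over 3 SD below the library mean, with starting fluorescence within 5 SD of its mean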;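 further: negative B-score means less thallium flux so channel inhibition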
HDAC3 inh: blocks human histone deacetylase 3 | recombinant HDAC3, fluorogenic peptide/trypsin coupled, fluorescence | 320,000 compounds, 0.15% hits | O15379 | inhibition, % at 8.3 µM | AID 2718; in the data active means inhibition above about 26%, passing the limit was not always enough; inconclusive means no clear call, values can overlap the other calls
Target sequence (O15379 whole entry, looked up): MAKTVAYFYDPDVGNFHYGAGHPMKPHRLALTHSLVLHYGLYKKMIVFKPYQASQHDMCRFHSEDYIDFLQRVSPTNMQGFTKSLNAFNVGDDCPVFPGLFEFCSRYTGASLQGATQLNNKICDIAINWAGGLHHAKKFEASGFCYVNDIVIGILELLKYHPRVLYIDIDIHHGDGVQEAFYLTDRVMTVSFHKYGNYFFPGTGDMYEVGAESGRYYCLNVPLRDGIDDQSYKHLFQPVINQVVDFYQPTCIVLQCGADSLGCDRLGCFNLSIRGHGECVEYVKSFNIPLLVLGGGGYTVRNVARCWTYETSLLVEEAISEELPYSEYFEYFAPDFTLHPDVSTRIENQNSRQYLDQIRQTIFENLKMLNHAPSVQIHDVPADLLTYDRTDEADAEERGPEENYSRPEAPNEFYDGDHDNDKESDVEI
KCNQ1 pot: potentiators or activators of human KCNQ1 potassium channel; P51787; CHO-K1 KCNQ1, thallium flux FluxOR fluorescence; hits give high values; B-score at 10 µM; 310,000 compounds, 0.35% hits;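 active means fluorescence ratio B-score, a plate-corrected score, at least three library SD, with initial intensity B-score within 5 SD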
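System: CHO-K1 cells stably expressing KCNQ1 / Medium: assay buffer for compound exposure, DMSO matched across wells / Reagent: thallium- and potassium-containing depolarizing buffer / Compound: one concentration, matched DMSO / Incubation: 20 min compound pretreatment at room temperature / Measured by: kinetic FluxOR fluorescence, 10 s baseline plus 110 s post-stimulus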
Numbers without * were called inactive; i = inactive; ? = inconclusive; / = no result given. The list is partial. The share of hits here may be higher or lower than overall.

SMILES	GSK3beta inhib	KCNK3 block	PolyA inh	RGS4 act	Dyrk1A ADPGlo	KCNQ1 inh	hERG rescue	GSK3A inh	KCNK9 block	HDAC3 inh	KCNQ1 pot
Cn1c(=O)cc(OCCCC(=O)NCCC2=CCCCC2)c2ccccc21	6	i	i	i	-3	i	-8	-1	i	/	i
CC(C)(C)n1nc2c(c1NC(=O)Cc1ccc([N+](=O)[O-])cc1)CS(=O)(=O)C2	1	i	i	i	3	i	-8	1	i	0	i
COc1cccc(-c2cc(C(=O)N3CCN(C(c4ccccc4)c4ccccc4)CC3)no2)c1	-7	i	i	i	-1	i	-9	2	i	-1	i
COc1ccc(Cl)cc1S(=O)(=O)N1CCCC(C(=O)N2CCOCC2)C1 (centres undefined)	-4	i	i	i	-4	i	-7	0	i	-6	i
CCOC(=O)CSC1=C(C#N)C(c2ccc(Cl)cc2)CC(=O)N1 (centres undefined)	-4	i	i	i	-3	i	-8	-6	i	10	i
COCC(C)NC(=O)c1cc(-c2ccccc2OC)on1 (centres undefined)	3	i	i	i	-1	i	-11	-2	i	-4	i
O=C(O)C1CC=CCC1C(=O)NCc1ccc2c(c1)OCO2 (centres undefined)	4	i	i	i	-1	i	-18	0	i	-2	i
COc1ccccc1C(c1nnnn1CCc1ccccc1)N1CCCCCC1 (centres undefined)	-3	-8.8*	i	i	/	i	-12	0	i	1	i
O=C(CN1CCCCCCC1)N/N=C/c1ccccc1F	0	i	i	i	-1	i	-4	-2	i	/	i
CCOC(=O)c1ccc(NC(=O)Nc2ccon2)cc1	-6	i	i	i	/	i	-14	-1	i	/	i
CN1CCN/C1=C(/C(Cl)=C(Cl)Cl)[N+](=O)[O-]	-5	i	i	i	1	i	-2	1	i	2	i
CC(C)C1C(c2ccccc2)N(C)C(c2ccccc2)CC1(O)c1ccccc1 (centres undefined)	0	i	i	i	-3	i	-9	/	i	6	i
CC(C)COP(=O)(c1ccc(N(C)C)cc1)C(Nc1ccccc1)c1cccnc1 (centres undefined)	0	i	i	i	-4	i	-18	0	i	10	i
CCc1nc(Nc2ccc(O)cc2)c2oc3ccccc3c2n1	-1	i	i	i	8	i	-5	-2	i	7	i
COc1cccc(-c2nc(CS(=O)CC(=O)NCc3ccc(F)cc3)c(C)o2)c1 (centres undefined)	4	i	i	i	10	i	-7	-1	i	2	i
CCOc1cccc(-c2c(C(=O)N/N=C/c3ccc(C)o3)nnn2-c2nonc2N)c1	1	i	i	i	-4	i	-9	14	i	?	i
CCCCCn1c(=O)[nH]c2cc(C(=O)O)ccc2c1=O	-3	i	i	i	15	i	-14	-2	i	5	i
CC(=O)N1CC(=O)N(OCc2ccccc2)C1c1ccc(Cl)cc1Cl (centres undefined)	1	i	i	i	-2	i	-10	0	i	1	i
O=C(NCc1ccc(F)cc1)c1cc(-c2ccncc2)nc2ccccc12	1	i	i	i	-5	i	-24	0	i	2	i
O=C(NCCN1CCOCC1)/C(=C/c1ccccc1)NC(=O)c1ccccc1	-1	i	i	i	7	i	-1	-2	i	-2	i

Three compounds out of the list above, arranged by the value under Dyrk1A ADPGlo, high to low.
structure | Dyrk1A ADPGlo
COc1cccc(-c2nc(CS(=O)CC(=O)NCc3ccc(F)cc3)c(C)o2)c1 (centres undefined) | 10
CC(C)COP(=O)(c1ccc(N(C)C)cc1)C(Nc1ccccc1)c1cccnc1 (centres undefined) | -4
O=C(NCc1ccc(F)cc1)c1cc(-c2ccncc2)nc2ccccc12 | -5

More structures
SMILES	GSK3beta inhib	KCNK3 block	PolyA inh	RGS4 act	Dyrk1A ADPGlo	KCNQ1 inh	hERG rescue	GSK3A inh	KCNK9 block	HDAC3 inh	KCNQ1 pot
O=C(NCc1ccco1)C1CC(O)CN1C(=O)Nc1ccccc1 (centres undefined)	-1	i	i	i	-2	i	-6	7	i	-5	i
O=C(C(=O)N1CCN(c2cccc(Cl)c2)CC1)N1CCCCC1	0	i	i	i	-1	i	-10	-1	i	2	i
CN(CCc1ccccc1)C1CCCN(S(=O)(=O)N(C)C)C1 (centres undefined)	-1	i	i	i	/	i	-1	-3	i	1	i
O=c1[nH]c2cc(Cl)cc(Cl)c2[nH]c1=O	6	i	i	i	1	i	-9	0	i	-9	i
O=C(O)CCn1c(SCc2ccccc2)nc2ccccc21	2	i	i	i	/	i	-3	-5	i	3	i
O=C(O)C1CSC2(c3ccc(Br)cc3)CCC(=O)N12 (centres undefined)	-4	i	i	i	-3	i	-4	-1	i	-5	i
O=C(COC(=O)Cc1ccc(F)cc1)NCCc1ccccc1	-2	i	i	i	3	i	-3	-1	i	1	i
CCCCc1nnc(NC(=O)Cc2ccc(OC)c(S(=O)(=O)N3CCOCC3)c2)s1	-1	i	i	i	1	i	-11	-1	i	1	i
CC(C)(C)n1nc2c(c1NC(=O)c1cc([N+](=O)[O-])ccc1Cl)CS(=O)(=O)C2	3	i	i	i	-4	i	-3	-2	i	2	i
CNc1ccccc(-c2ccc3cc4c(cc3n2)OCO4)c1=O	-2	i	i	i	-3	i	-12	-2	i	0	i
Cc1ccc(-c2cc(C(F)F)n3ncc(C(=O)NN4CCCCC4)c3n2)cc1	4	i	i	i	-34	i	-9	1	i	-6	i
CC(C)CC(=O)Nc1ccc(S(=O)(=O)N2CCCC2)cc1	-1	i	i	i	/	i	-4	2	i	-4	i
CC1N(C)c2cc(NC(=O)c3cccs3)c(P(=O)(Nc3ccc([N+](=O)[O-])cc3)N3CCOCC3)cc2C1(C)C (centres undefined)	-3	i	i	i	2	i	-11	-1	-7.2*	?	i
CCNc1nc(NCC)n2c(SCC(=O)O)nnc2n1	5	i	i	i	-1	i	-1	1	i	-3	i
CCN(c1ccccc1)S(=O)(=O)c1ccc(OC)c(NC(=O)Cn2cnc3c2c(=O)n(C)c(=O)n3C)c1	-4	i	i	i	5	i	-8	1	i	-1	i
CCCOc1ccccc1Cn1c(=O)oc2ccc(C)cc21	4	-8.7*	i	i	0	i	-18	-4	-10*	-4	16*
COC(=O)c1ccc(NC(=O)Cn2nc(C(=O)Nc3ccc(C)cc3)ccc2=O)cc1	-3	i	i	i	-2	i	-6	1	i	2	i
CC(C)CCNC(=O)CN(CC1CCCO1)C(=O)CCC(=O)Nc1nccs1 (centres undefined)	1	i	i	i	1	i	-7	3	i	-4	i
O=C(COc1ccccc1)Nc1ccc([N+](=O)[O-])cc1	2	i	i	i	-2	i	-8	-4	i	0	i
O=C(NCCc1ccccc1)c1ccc(CS(=O)(=O)c2ccc(Cl)cc2)o1	-1	i	i	i	-4	i	-11	-3	i	-4	i
O=C(NNC(=S)NCc1ccc(Cl)cc1)c1cccnc1	1	i	i	i	-7	i	-3	-5	i	8	i
C=C1CCC[C@]2(C)C[C@H]3OC(=O)C(CN(C)CC(OC)OC)[C@H]3CC12 (some centres undefined)	1	i	i	i	2	i	-2	-2	i	-15	i
COc1cccc(NC(=O)Nc2ccc(CC(=O)O)cc2)c1	0	i	i	i	8	i	-7	0	i	-2	i
CCn1cc(C(=O)O)c(=O)c2cc(F)c(N3CCN(C(=S)NC(=O)c4ccc(F)c(F)c4)CC3)cc21	0	i	i	i	-2	i	-21	-2	i	-7	i
O=C(NC(=S)Nc1nc2ccccc2s1)c1cccs1	-4	i	i	i	18	i	52*	-3	i	6	54*
O=C(c1ccc(NS(=O)(=O)c2cccc3cccnc23)cc1)N1CCOCC1	2	i	i	i	-3	i	-7	-2	i	-2	i
COc1ccc(-n2c(Cc3cccn3C)nnc2SCC(=O)NC2CCCC2)cc1	0	i	i	i	6	i	-8	-2	i	6	i
COc1cccc(CN2CCN(C(=O)c3ccc(-c4ccccc4)cc3)CC2)c1OC	1	i	i	i	6	i	-10	-2	i	0	i
CCn1c(SCC(=O)Nc2ccc(NC(=O)c3ccco3)cc2)nnc1-c1cccs1	-2	i	i	i	2	i	-2	0	i	-9	i
OC(CN1CCN(Cc2ccccc2)CC1)c1ccc(F)cc1 (centres undefined)	1	i	i	i	0	i	-4	-2	i	-1	i
O=C(CSc1nc(=O)n2ccccc2n1)NCc1ccc2c(c1)OCO2	2	i	i	i	-10	i	-15	-1	i	-9	i
CCOC(=O)c1ccc(NC(=O)C(CC)CC)cc1	-1	i	i	i	0	i	-10	-1	i	7	i
O=C(NCc1ccco1)C1CCN(c2nc3ccccc3n2Cc2ccccc2F)CC1	4	i	i	i	-1	i	-8	-1	i	-1	i
CCOc1ccccc1NCc1nnc(-c2ccccc2)o1	-2	i	i	-7.5*	12	i	-8	-2	i	-2	i
COC(=O)CN1C(=O)COc2ccc(Cl)cc21	-1	i	i	i	10	i	-5	/	i	-1	i
COc1cc(Cl)ccc1OCc1cc(C(=O)N(C)Cc2cn(C)nc2C)no1	-2	i	i	i	0	i	-11	0	i	2	i
CCC(C(=O)NC1CCCCC1)N(Cc1cccs1)C(=O)CCC(=O)Nc1cc(C)on1 (centres undefined)	/	i	i	i	-6	i	-7	0	i	4	i
CC(C)c1ccccc1OCC(=O)Nc1ccc2[nH]ncc2c1	-22	i	i	i	46	i	-6	4	i	1	i
Cc1ccc(N2C(=O)N(CC(=O)Nc3cccc([N+](=O)[O-])c3C)C(=O)C2C)cc1 (centres undefined)	0	i	i	i	18	i	-9	-4	i	3	i
O=C(Nc1c(C(=O)NCc2ccco2)cnn1-c1ccccc1)c1cccc(F)c1	-5	i	i	i	5	i	-23	-1	i	0	i
CC(C)N(CCO)C(=O)C(c1ccccc1)c1ccccc1	-1	i	i	i	3	i	-1	-2	i	-3	i
CNc1nc2ccccc2n(C)c1=O	3	i	i	i	2	i	-6	0	i	-2	i
FC(F)(F)c1ccc(Nc2nnnc3ccccc23)cc1	-2	i	i	i	-4	i	-12	-1	i	0	i
CCOC(=O)C1CCN(C(=O)CNC(=O)c2nn(-c3ccc(OC)c(Cl)c3)c(=O)c3ccccc23)CC1	0	i	i	i	2	i	-13	-1	i	2	i
Cc1c(O)ccc(-c2n[nH]c(C(=O)O)c2-c2nc3ccccc3s2)c1O	-3	i	i	i	8	i	-16	0	i	3	i
